# From PubChem BioAssay
# TLR9-MyD88 inh: TLR9-MyD88 interaction inhibition; Q9NR96+Q99836; CHO BLA complementation TLR9-MyD88, CCF4 FRET ratio; inhibition, % at 4.98 µM; 0.21% of 340,000 active;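 active = inhibition above the mean over all tested compounds plus 3 SD, cut at about 21% in these data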;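 also: 0% = DMSO only wells and 100% = clavulanate BLA inhibitor control wells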
# NR5A2 inv ag: inverse agonists of human LRH-1 (NR5A2) | HEK293T StAR-luciferase reporter, LRH-1 transfected, 24 h | inhibition, % at 3.6 µM | O00482 | 0.13% of 360,000 active;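 active = inhibition above the mean inhibition of all tested compounds plus 3 SD, cut at about 73% in these data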;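 also: 0% = DMSO wells and 100% = reporter-only cells lacking LRH-1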
# LMP1 NFkB inh: Epstein-Barr LMP1 NF-kappaB reporter inhibition; LMP1-induced NF-kappaB luciferase reporter cells, luminescence; inhibition, % at 12.5 µM; 0.69% of 350,000 active; in the data active = inhibition above about 41%;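 also: 0% = neutral control wells and 100% = reference inhibitor control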
# NR2F2 inh: NR2F2 (human) inhibition, primary screen; HEK293T NGFI-A luciferase reporter, luminescence; AID 686940; 0.7% of 370,000 active; inhibition, % at 8.6 µM; P24468;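 active = inhibition above a per-plate cutoff, mean inhibition of test wells between control levels plus 3 SD, cut at about 38% in these data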;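 also: cells cotransfected with COUP-TFII expression vector driving the NGFI-A reporter; 0% = median of COUP-TF2 test wells and 100% = reporter-only cells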
# MC4R antag cAMP: antagonists of human melanocortin 4 receptor (MC4R); P32245; inhibition, % at 6.5 µM; MC4R-expressing cells, MTII-stimulated cAMP, LANCE TR-FRET; 0.48% of 360,000 active; AID 540295;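 active = inhibition above its plate's cutoff, the mean of tested wells on that plate plus 3 SD, cut at about 29% in these data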;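 also: 0% = Melanotan II alone and 100% = Melanotan II plus saturating MCL0020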
#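 Assay system: U2OS cells stably expressing human melanocortin 4 receptor (MC4R) / Dosing: 6.5 µM / Timing: compound 30 min, challenge 1 h, detection 1 h / Measured by: Eu-cAMP/anti-cAMP TR-FRET, emission 671 nm / Replicates: singlicate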
# SRC1 inh: inhibitors of human steroid receptor coactivator 1 (SRC1); inhibition, % at 3.6 µM; Q15788; 0.12% of 360,000 active; AID 588354; HEK293 GAL4-SRC1 luciferase reporter, luminescence;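 active = inhibition above the campaign mean plus 3 SD, with each screening campaign given its own cutoff, cut at about 60% in these data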;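 also: 0% = DMSO treated cells and 100% = gossypol at 36 µM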
# MC4R ag barr: activates human MC4R beta-arrestin recruitment; P32245; U2OS MC4R beta-arrestin complementation, luminescence; percent of melanotan II response, DMSO zero; activation, % at 8.9 µM; 0.98% of 360,000 active; AID 540308;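 active = activation above a per-plate cutoff, the mean activation of sample wells on that plate plus 3 SD, cut at about 8% in these data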
# NOD2 RIPK2 PPI: inhibitors of human NOD2-RIPK2 interaction | inhibition, % at 4.98 µM | CHO BLA complementation NOD2-RIPK2, CCF4 ratio | 0.38% of 360,000 active | O43353 | AID 624267; in the data active = inhibition above about 21%;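 also: 0% = vehicle only and 100% = reference blocker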
# ABHD5 PLIN5 PPI: ABHD5-PLIN5 protein interaction inhibition; Split G. princeps luciferase complementation, luminescence, 4 h; inhibition, % at 4 µM; 0.78% of 360,000 active;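 active = inhibition above the mean inhibition across every tested compound plus 3 SD, cut at about 22% in these data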;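 also: 0% = DMSO only wells and the 100% control is not disclosed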
# SRC2 inh: human SRC2 (NCOA2) inhibition | HEK293 GAL4-SRC2 luciferase reporter, luminescence | 0.17% of 370,000 active | inhibition, % at 9 µM;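 active = inhibition above the mean inhibition of all tested compounds plus 3 SD, set per campaign, cut at about 52% in these data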;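 also: 0% = DMSO treated cells and 100% = cells given Gossypol at 36 µM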
# Target sequence (Q15596 whole entry, looked up, the tested form may be a part): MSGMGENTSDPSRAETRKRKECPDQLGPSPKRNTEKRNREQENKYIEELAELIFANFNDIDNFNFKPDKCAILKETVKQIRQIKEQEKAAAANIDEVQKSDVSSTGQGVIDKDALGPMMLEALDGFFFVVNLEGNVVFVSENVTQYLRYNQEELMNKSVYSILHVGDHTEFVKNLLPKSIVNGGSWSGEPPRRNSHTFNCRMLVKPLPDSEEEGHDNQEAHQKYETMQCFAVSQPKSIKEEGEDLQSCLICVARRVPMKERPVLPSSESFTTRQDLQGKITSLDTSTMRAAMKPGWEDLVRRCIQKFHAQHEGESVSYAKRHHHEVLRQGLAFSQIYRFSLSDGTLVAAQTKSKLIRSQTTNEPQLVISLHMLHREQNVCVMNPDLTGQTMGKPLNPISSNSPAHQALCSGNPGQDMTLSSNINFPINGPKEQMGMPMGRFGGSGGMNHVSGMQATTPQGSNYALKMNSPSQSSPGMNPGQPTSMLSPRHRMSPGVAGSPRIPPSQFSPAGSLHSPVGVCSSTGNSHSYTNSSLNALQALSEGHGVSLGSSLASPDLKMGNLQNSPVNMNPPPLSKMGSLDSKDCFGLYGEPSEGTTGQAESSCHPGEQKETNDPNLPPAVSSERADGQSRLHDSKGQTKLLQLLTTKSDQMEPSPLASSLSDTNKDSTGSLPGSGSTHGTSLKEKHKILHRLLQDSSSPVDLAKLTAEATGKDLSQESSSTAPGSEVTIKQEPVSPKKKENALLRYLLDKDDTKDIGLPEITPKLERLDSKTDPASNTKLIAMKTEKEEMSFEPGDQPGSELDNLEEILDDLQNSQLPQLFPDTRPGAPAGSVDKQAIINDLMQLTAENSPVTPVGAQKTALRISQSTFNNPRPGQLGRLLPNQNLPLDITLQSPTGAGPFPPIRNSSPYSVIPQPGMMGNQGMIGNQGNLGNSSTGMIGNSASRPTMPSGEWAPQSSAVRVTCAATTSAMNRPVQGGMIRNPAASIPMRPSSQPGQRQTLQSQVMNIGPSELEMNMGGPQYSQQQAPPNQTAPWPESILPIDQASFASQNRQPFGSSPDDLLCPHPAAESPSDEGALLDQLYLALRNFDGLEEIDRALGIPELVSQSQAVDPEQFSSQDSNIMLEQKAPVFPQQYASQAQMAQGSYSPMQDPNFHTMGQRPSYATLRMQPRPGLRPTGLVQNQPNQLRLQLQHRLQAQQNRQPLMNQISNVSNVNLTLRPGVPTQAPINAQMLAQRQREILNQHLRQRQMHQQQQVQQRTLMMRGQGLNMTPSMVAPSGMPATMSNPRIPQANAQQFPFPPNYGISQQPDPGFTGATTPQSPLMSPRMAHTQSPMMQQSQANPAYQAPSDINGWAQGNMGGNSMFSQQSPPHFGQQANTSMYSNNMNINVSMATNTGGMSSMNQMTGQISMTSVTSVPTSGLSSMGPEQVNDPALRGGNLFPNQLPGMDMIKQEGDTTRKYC
# SRC3 inh: inhibitors of human steroid receptor coactivator 3 (SRC3); HEK293 GAL4-SRC3 luciferase reporter, luminescence; inhibition, % at 3.6 µM; 0.17% of 360,000 active; AID 588352;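 active = inhibition above a per-campaign cutoff, the mean of all compounds plus 3 SD, cut at about 60% in these data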;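 also: 0% = DMSO-treated cells and 100% = gossypol-treated cells at 36 µM; higher means less SRC3-driven luciferase light from the GAL4 reporter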
# The depositor's hits bear a star; x = not tested or not shown; & = joins results of further samples.
no.	Molecule	TLR9-MyD88 inh	NR5A2 inv ag	LMP1 NFkB inh	NR2F2 inh	MC4R antag cAMP	SRC1 inh	MC4R ag barr	NOD2 RIPK2 PPI	ABHD5 PLIN5 PPI	SRC2 inh	SRC3 inh
1	S=c1[nH]nc(-c2ccncc2)n1Cc1ccco1	-2	-3	-16	-11	-1	0	-3.1	1	-3	18	-5
2	COc1ccc(Nc2nnc(SCC(=O)N(CC(C)C)C3CCS(=O)(=O)C3)s2)cc1 (stereo unspecified)	-1	-38	-8	-30	13	-60	1.1	-2	-6	-43	-44
3	CCOC(=O)C1(Cc2ccccc2C)CCCN(S(=O)(=O)CC)C1 (stereo unspecified)	0	-1	7	16	4	7	-0.3	7	7	-26	0
4	O=C(NCc1cccnc1)c1ccc(CS(=O)(=O)Cc2ccc(Cl)cc2)o1	-5	-3	9	-5	2	-17	-0.4	-3	3	-6	5
5	Cc1ccc(S(=O)(=O)N2CCN(c3ncccn3)CC2)c(C)c1	-5	9	-8	-8	1	-11	-0.4	7	4	-9	23
6	Cc1c(C(=O)NCCCN2CCOCC2)sc2nc(-c3ccc(F)cc3)cn12	0	0	4	-4	21	-4	-0.3	-13	4	-47	10
7	COc1cc(C2C3=C(CC(C)(C)CC3=O)OC3=C2C(=O)CC(C)(C)C3)cc([N+](=O)[O-])c1O	-4	-6	5	-11	8	2	-3.8	-4	4	-15	19
8	COc1ccc(/C=N/NC(=O)c2cccc(S(=O)(=O)N3CCCC3)c2)cc1O	6	-1	-6	-8	-4	-15	0.2	-2	9	-13	-2
9	Cc1ccc(S(=O)(=O)N2CCOCC2)cc1NC(=O)CSc1nnc(N)s1	4	4	-1	17	4	13	-2.4	-3	6	10	-3
10	C=CC[C@H](CC(=O)N(CCO)Cc1ccccc1)C(=O)N[C@@H](COC(=O)[C@@H](CC=C)Cc1ccc(F)cc1)Cc1ccccc1	1	-2	1	8	17	-4	3.8	6	0	7	2
11	COC(=O)c1cc2cc(OC)ccc2n1C	-2	3	-4	-5	10	-15	0.1	-2	-4	-3	-7
12	CC(=O)N1CCOc2ccc(S(=O)(=O)N3C(C)CCCC3C)cc21 (stereo unspecified)	-3	-6	0	15	4	1	-2.9	7	-5	9	15
13	O=S(=O)(/N=C/N1CCOCC1)c1ccc(Cl)cc1	-1	11	3	-11	6	-1	-2.0	-2	-1	-7	8
14	CN(C(=O)c1ccc(Oc2ccc([N+](=O)[O-])cc2)cc1)C1CCCCC1	-8	15	14	22	-4	9	-0.1	9	5	7	5
15	O=C(CSCc1ccccc1)Nc1cc([N+](=O)[O-])ccc1F	-10	8	4	17	12	-16	4.0	-2	-6	0	3
16	CC1(C(=O)Nc2ccc(Cl)c(Cl)c2)CCN1C(=O)CC1CCCC1 (stereo unspecified)	x	6	x	-6	1	-2	0.3	6	-2	7	2
17	Cc1ccc(NC(=O)CCN2C(=O)c3ccccc3C2=O)c(C)c1	9	-9	-4	15	13	-4	-2.3	-1	9	-28	12
18	COC(=O)CCCC1=CC2=CC(=O)C(C)(OC(=O)c3cccs3)C(=O)C2=CN1CCCOC(C)C (stereo unspecified)	1	-8	4	-17	7	1	-0.4	3	-7	1	4
19	CCc1cccc(CC)c1NC(=O)c1cccc(NC(=O)c2ccccc2)c1	-2	-9	-4	11	9	-2	-0.7	4	-4	15	21
20	O=C(CCNC(=O)C1CCN(S(=O)(=O)c2ccccc2)CC1)NCc1cccc(Cl)c1	8	1	-3	-11	-2	17	-0.8	1	-2	24	-8
21	COc1ccc(Cl)cc1C(=O)NNC(=O)c1[nH]c(C)c(C(C)=O)c1C	0	-20	-6	3	6	-32	-2.4	-3	-3	-42	-16
22	NS(=O)(=O)c1cccc(NC(=O)c2ccccc2NS(=O)(=O)c2ccc(F)cc2)c1	-8	-1	2	15	2	9	-0.4	-1	-9	-1	2
23	O=C(CN1C(=O)c2cccc3cccc1c23)NC1CCCCC1	1	16	-5	3	1	9	-1.3	-1	6	10	-9
24	COc1cc(-c2noc(CCCC(=O)NCc3ccccc3)n2)cc(OC)c1OC	-13	10	8	3	8	11	-0.8	-13	1	-10	-19
25	NC(=S)Nc1cccc2cnccc12	-14	10	-3	-2	2	2	1.6	8	-3	-15	12
26	O=C(CC12CC3CC(CC(C3)C1)C2)N/N=C/c1ccc([N+](=O)[O-])o1	1	14	-1	3	8	-11	-2.0	1	-4	5	6
27	Cc1cccc(NC(=O)Nc2cccc(Oc3c(F)c(F)c(F)c(F)c3F)c2)c1	-11	-5	10	17	-2	-4	16*	-8	-1	-33	8
28	O=[N+]([O-])c1ccccc1/C=C/C=N/n1c(-c2ccccc2)n[nH]c1=S	-8	2	10	5	3	3	-1.8	-13	3	11	-1
29	O=C(NNC(=O)C1COc2ccccc2O1)c1ccccc1 (stereo unspecified)	-3	4	-2	-3	-3	1	-1.6	3	-4	-3	-50
30	COc1ccc(-c2cc3ccccc3c(=O)o2)cc1	x	-111	x	-53	x	x	x	-6	11	-20	x
31	O=c1nc(Oc2ccccc2)nc2ncccn12	-2	6	-14	-5	1	6	-1.3	-4	9	-6	-13
32	c1ccc(-c2nc(N3CCCCCC3)nc(-n3ccnc3)n2)cc1	-12	-10	-22	10	2	4	-0.8	-12	-1	2	-2
33	CCOC(=O)c1c(CSC(=N)N)n(-c2ccc(Br)cc2)c2cc(Br)c(OC(C)=O)cc12	-2	5	-13	-11	0	3	-2.4	7	7	-8	25
34	COc1ccc(Cl)cc1NC(=O)CSc1nc(NS(=O)(=O)c2ccccc2)cc(=O)[nH]1	-14	8	-5	0	13	-3	0.9	-6	-7	-24	0
35	COc1cc(C(c2sc3nc(C)nn3c2O)N2CC(C)OC(C)C2)cc(OC)c1OC (stereo unspecified)	12	4	-1	-29	10	-9	-0.7	8	4	-17	9
36	COc1ccc(-c2nnc3ccc(SCC(N)=O)nn23)cc1OC	0	-4	-15	10	-1	8	-1.3	9	3	8	-4
37	CN(C1CCCCC1)C(CNS(=O)(=O)c1ccccc1)c1ccccc1 (stereo unspecified)	1	18	-2	2	19	0	-0.9	-6	-7	-66	5
38	Cc1cc(S(=O)(=O)c2ccc(Cl)cc2)nc(S(=O)(=O)c2ccc(Cl)cc2)c1C#N	16	-7	52*	45*	39*	-114	-3.5	50*	79*	15	-11
39	COc1ccc(C2=NN(C(=O)/C=C/c3ccccc3)C(c3ccccc3)C2)c(OC(C)=O)c1 (stereo unspecified)	-9	8	8	-3	16	-18	-0.1	-2	0	-7	7
40	CCOC(=O)N1CCN(C(=O)c2ccc3nc(SCc4ccc(F)cc4)n(C)c3c2)CC1	1	4	6	8	1	4	0.9	-21	10	-3	6
41	CCCCCCN1CCN(C2CN(CCCC)S(=O)(=O)C2)CC1 (stereo unspecified)	x	15	x	8	x	-12	x	0	-4	8	1
42	Cc1cccc(-n2c(=S)[nH]c3sc4c(c3c2=O)CCc2ccccc2-4)c1	7	10	-7	-22	9	-19	-0.8	-8	-17	17	11
43	O=C(c1ccc(S(=O)(=O)N2CCCCCC2)cc1)N1CCN(Cc2ccccc2)CC1	-13	15	8	15	14	-2	1.1	-1	0	13	-2
44	Nc1nnc(SCC(=O)NC2CCCCCCC2)s1	1	-5	-2	-11	0	18	-0.6	0	-2	-4	-24
45	Cc1cccc2cc(C#N)c(SCC(=O)N3CC(=O)Nc4ccccc43)nc12	-1	47	-49	-24	-9	-75	-2.6	1	0	16	11
46	Cc1ccc(S(=O)(=O)N2[C@@H](c3ccc(Cl)cc3)C(C(=O)OC(C)(C)C)=CC[C@H]2c2ccc(Cl)c(Cl)c2)cc1	x	-3	x	-18	x	14	x	-11	1	10	11
47	COC(=O)c1ccc(COC(=O)CSCC(=O)Nc2ccc(C)cc2C)cc1	9	14	-2	7	2	-22	-0.1	-8	1	-14	6
48	Cc1cccc(C)c1NC(=O)CN1CCN(c2ccc(C(F)(F)F)cn2)CC1	x	0	x	15	x	13	x	-7	3	12	7
49	CCSc1nnc(Cc2cc(=O)[nH]c(=O)[nH]2)n1-c1ccc(F)cc1	-2	8	3	-4	3	0	-0.7	-6	5	-16	15
50	O=C(O)c1ccccc1-c1ccccc1C(=O)Nc1ccc2c(c1)CCC2	0	21	0	-24	12	-15	-0.9	7	2	-4	1
51	CCn1c(SCCN2CCCCC2)nnc1-c1ccc(S(=O)(=O)N2CCOCC2)cc1	-1	11	7	-5	12	-3	1.7	5	-3	-28	4
52	COc1ccc(Cl)cc1-c1nc(SCC(=O)NC2CCCC2)n[nH]1	2	16	-3	22	10	7	-1.2	1	4	21	7
53	COc1cc(CNC(C)c2ccccc2)cc(Br)c1OCc1ccc(F)cc1 (stereo unspecified)	8	-13	4	-1	0	-12	5.3	8	-11	-19	2
54	O=C(Nc1ccc(F)cc1F)c1cccnc1	-1	-8	-2	2	6	-1	-1.4	-1	-1	-6	-56
55	CCCOc1ccc(Cc2c(O)nc(SC)[nH]c2=O)cc1	2	12	11	-17	2	-19	-0.9	-1	-5	2	-8
56	Oc1ccccc1CNc1nccs1	9	-1	0	12	9	-1	-1.4	9	2	15	7
57	COc1ccc(N/N=C(C)/C(=N/O)C(=O)Nc2ccccc2)cc1	3	-6	-9	11	2	-21	-1.5	3	2	-23	1
58	Cc1ccc(-n2nnnc2-c2nc3ccccc3s2)cc1	-4	13	-3	-17	12	-30	8.7*	-7	-6	16	2
59	CCCc1nnc(NC(=O)CCC(=O)N2CCN(c3nc(C)cc(C)n3)CC2)s1	-14	7	-12	1	2	-2	-0.7	-9	-8	-35	18
60	O=C(NCCc1ccccc1)C1CCCN(c2cnccn2)C1 (stereo unspecified)	-3	-1	-5	-8	0	-71	-2.2	1	1	-19	8

# (listing goes on)
no.	Molecule	TLR9-MyD88 inh	NR5A2 inv ag	LMP1 NFkB inh	NR2F2 inh	MC4R antag cAMP	SRC1 inh	MC4R ag barr	NOD2 RIPK2 PPI	ABHD5 PLIN5 PPI	SRC2 inh	SRC3 inh
61	CCOC(=O)c1ccc(N=C2NC(=O)CS2)cc1	12	-3	8	-7	-1	-15	-2.3	-1	3	-29	-9
62	CC(C)[C@@H](NC(=O)C1CCC(CNC(=O)[C@H](Cc2ccccc2)NC(=O)OC(C)(C)C)CC1)C(=O)O (stereo partly specified)	2	1	5	14	-3	5	0.1	-3	4	-20	-2
63	Cc1ccc(NC(=O)COC(=O)COc2ccc(Cl)cc2C)c([N+](=O)[O-])c1	3	-9	-8	4	12	-2	5.6	10	4	20	-3
64	Cn1cccc1Cc1nnc(SCC(=O)NCCc2ccccc2)n1-c1ccc(F)cc1	-4	15	-5	2	10	5	-1.6	-2	-3	7	16
65	O=C(OCCN1CCOCC1)c1cccnc1	-3&-5	-10&-3	14&-4	1	7&3	11&8	0.4&-2.6	1&-18	9&3	-1	14&12

# Not all compounds are listed, so the mix of outcomes need not match the whole.
